# ABCB6 inh MLPCN: ABCB6 transporter inhibitors, primary screen, K562-ABCB6 cells, flow cytometry, MLPCN library. K562-ABCB6 porphyrin accumulation, 1 h; active compounds read low. 0.19% of 360,000 active. AID 602162, 2011. fluorescence ratio to DMSO, % at 10 µM;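 active means fluorescence ratio to DMSO below 75%, the collection mean minus 3 SD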;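 further: signal is porphyrin accumulated inside mitochondria; 100% equals median channel fluorescence of DMSO control wells; lower ratio means ABCB6 inhibition with less porphyrin fluorescence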
# MC4R barr agon: MC4R agonists recruiting beta-arrestin, primary screen, cell-based, luminescence, agonist arm of biased-ligand search; Melanocortin receptor 4 (Homo sapiens), P32245; U2OS MC4R beta-arrestin complementation; percent of melanotan II response, DMSO zero; activation, % at 8.9 µM; 0.98% of 360,000 active;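 active means activation above a per-plate cutoff, the mean activation of sample wells on that plate plus 3 SD, cut at about 8% in these data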
# Target sequence (P32245 whole entry, looked up): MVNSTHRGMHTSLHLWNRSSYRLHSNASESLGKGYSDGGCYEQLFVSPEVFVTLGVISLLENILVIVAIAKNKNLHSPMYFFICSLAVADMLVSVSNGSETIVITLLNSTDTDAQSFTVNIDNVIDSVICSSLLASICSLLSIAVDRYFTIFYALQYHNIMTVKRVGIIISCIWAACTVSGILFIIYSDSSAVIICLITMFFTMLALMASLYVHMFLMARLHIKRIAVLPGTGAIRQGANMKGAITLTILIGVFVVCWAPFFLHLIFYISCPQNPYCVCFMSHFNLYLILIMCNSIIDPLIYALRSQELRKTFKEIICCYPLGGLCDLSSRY
# Cardio protect: cardioprotection against H2O2-induced cell death, primary screen, uHTS, H9c2 cells, ATPLite luminescence. H9c2 cardiomyocytes, H2O2 injury protection, 2 h. protection from H2O2 cell death, % at 20 µM. 0.63% of 360,000 active. AID 588492, 2011;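 active means compounds giving at least 50% protection of heart cells from peroxide-induced death in the single-dose screen, raw or plate-pattern-corrected value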;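 further: 0% = DMSO wells with peroxide and 100% = DMSO wells without peroxide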
# ABHD5 PLIN5 PPI: ABHD5-PLIN5 interaction inhibitors, primary screen, cell lysate, split luciferase complementation, luminescence | Split G. princeps luciferase complementation, 4 h | inhibition, % at 4 µM | AID 602281, 2012 | 0.78% of 360,000 active;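 active means inhibition above the mean inhibition across every tested compound plus 3 SD, cut at about 22% in these data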;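 further: 0% = DMSO only wells and the 100% control is not disclosed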
# NOD2-RIPK2 inh: NOD2-RIPK2 binding disruptors in cells, primary screen, fluorescence, CHO cells, BLA complementation; AID 624267, 2012; inhibition, % at 4.98 µM; 0.38% of 360,000 active; CCF4 ratio; in the data active means inhibition above about 21%;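 further: 0% = vehicle only and 100% = reference blocker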
# Glyco luc inh: increase of ERlucT glycosylation luciferase signal, primary screen, N-linked glycosylation inhibitor project, D54 ERlucT cells, luminescence, set 2. D54 ERlucT glycosylation luciferase reporter, 24 h; percent of 100 nM tunicamycin response. reporter increase, % at 12.5 µM. 0.23% of 360,000 active. AID 588692, 2011;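 active means mean luciferase reporter signal, scaled so untreated is 0 and the glycosylation-blocking control 100, at or above a set limit in every replicate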;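 further: luciferase carries N-glycosylation sites so blocking glycosylation raises the light; 0% = median of neutral control wells and 100% = median of 100 nM tunicamycin wells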
# HTR2A ag: mouse Htr2a agonists via beta-arrestin recruitment, primary screen, cell-based, luminescence | 5-hydroxytryptamine receptor 2A (Mus musculus), P35363 | CHO-K1 mHTR2A beta-arrestin complementation; percent of 30 µM serotonin response | activation, % at 7.6 µM | 0.66% of 360,000 active | AID 624169, 2012;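 active means activation above a run cutoff, the mean activation of all tested compounds plus 3 SD, cut at about 14% in these data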;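 further: 0% = plate median of compound wells and 100% = 30 µM serotonin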
# Target sequence (P35363 whole entry, looked up): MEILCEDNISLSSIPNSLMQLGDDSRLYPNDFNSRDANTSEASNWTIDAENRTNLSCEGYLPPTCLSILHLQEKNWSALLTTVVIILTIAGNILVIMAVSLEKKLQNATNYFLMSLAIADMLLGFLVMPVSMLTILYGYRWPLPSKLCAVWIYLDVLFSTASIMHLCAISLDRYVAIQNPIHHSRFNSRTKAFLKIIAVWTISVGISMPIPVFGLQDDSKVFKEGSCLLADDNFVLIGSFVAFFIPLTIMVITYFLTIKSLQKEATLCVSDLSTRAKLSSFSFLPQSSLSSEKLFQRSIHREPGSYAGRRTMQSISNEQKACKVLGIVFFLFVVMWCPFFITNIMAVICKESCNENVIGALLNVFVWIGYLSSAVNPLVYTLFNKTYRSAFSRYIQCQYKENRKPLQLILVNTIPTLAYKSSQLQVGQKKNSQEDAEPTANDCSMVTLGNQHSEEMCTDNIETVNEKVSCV
# SRC2 inh: inhibition of GAL4-SRC2 driven luciferase reporter, primary screen, SRC2 inhibitor project, cell-based, luminescence. Nuclear receptor coactivator 2 (Homo sapiens), Q15596. inhibition, % at 9 µM. HEK293 GAL4-SRC2 luciferase reporter. 0.17% of 370,000 active;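 active means inhibition above the mean inhibition of all tested compounds plus 3 SD, set per campaign, cut at about 52% in these data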;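 further: 0% = DMSO treated cells and 100% = cells given Gossypol at 36 µM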
# MC4R antag cAMP: MC4R antagonists of cAMP signaling, primary screen, cell-based, TR-FRET, antagonist arm of biased-ligand search. Melanocortin receptor 4 (Homo sapiens), P32245. 0.48% of 360,000 active. MC4R-expressing cells, MTII-stimulated cAMP, LANCE TR-FRET. inhibition, % at 6.5 µM;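 active means inhibition above its plate's cutoff, the mean of tested wells on that plate plus 3 SD, cut at about 29% in these data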;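 further: 0% = Melanotan II alone and 100% = Melanotan II plus saturating MCL0020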
#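 System: U2OS-MC4R stable cell line; Technique: Eu-cAMP/anti-cAMP TR-FRET, emission 671 nm; Repeats: single well per compound; Also added: Melanotan II; Dosing: one concentration, 6.5 µM nominal; Schedule: 30-min compound, 1-h challenge, 1-h detection, room temperature.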
# TLR9-MyD88 block: inhibitors of TLR9-MyD88 association in cells, primary screen, cell-based, CHO, BLA complementation, fluorescence; AID 504734, 2011; CCF4 FRET ratio; 0.21% of 340,000 active; inhibition, % at 4.98 µM; Toll-like receptor 9 (Homo sapiens) + Myeloid differentiation primary response protein …;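 active means inhibition above the mean over all tested compounds plus 3 SD, cut at about 21% in these data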;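 further: 0% = DMSO only wells and 100% = clavulanate BLA inhibitor control wells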
# * = called active by the depositor; nt = no result given. These rows are one share of the data; count on the stated rates, not on these rows.
# The opening 12 entries, to show the layout:
SMILES,ABCB6 inh MLPCN,MC4R barr agon,Cardio protect,ABHD5 PLIN5 PPI,NOD2-RIPK2 inh,Glyco luc inh,HTR2A ag,SRC2 inh,MC4R antag cAMP,TLR9-MyD88 block
O=C(/C=C/c1ccccc1Cl)Nc1ccc(Cl)cn1,101,-3.0,0,-1,-1,2,0,-30,12,2
CCOc1ccccc1OCCN1CCC(Cc2ccccc2)CC1,97,-2.9,28,6,-2,3,-4,-13,7,-3
Cc1cccc(OCCC(=O)OCC(=O)N2CCc3ccccc32)c1,95,0.8,-2,0,10,1,-5,6,-1,7
Cc1ccccc1C(=O)Nc1ccnn1C1CCN(Cc2ccccn2)CC1,96,1.1,1,5,-8,3,8,2,-6,3
CCOC(=O)Cn1c(=O)oc2cc(S(=O)(=O)Nc3c(C)cc(C)cc3C)ccc21,109,0.9,12,-16,-8,-1,0,-12,17,7
COc1ccc(C2=NOC(Cn3nc(-c4ccccc4)cc3C(=O)NCc3ccccc3OC)C2)cc1 (stereo not given),93,-1.2,5,-8,7,-6,-3,-3,6,2
COc1ccc(-c2nn(-c3ccccc3)cc2CO)cc1,100,4.7,-1,8,-6,2,3,-26,-5,6
O=C(CSc1nnc(Cc2ccccc2)o1)N1CCOCC1,98,0.2,2,3,5,0,0,-1,9,7
O=C(Nc1nc(-c2ccccn2)cs1)c1cccc(S(=O)(=O)N2CCOCC2)c1,98,1.3,76*,1,-3,-8,-4,34,8,-7
COC(=O)C1=C(C)NC(C)=C(C(=O)OC)C1c1ccc(-c2cc(Cl)ccc2Cl)o1,94,-0.3,-7,7,-3,3,0,-23,3,5
S=C(N/N=C/c1ccco1)NC1CC2CCC1C2 (stereo not given),94,-0.5,-8,3,-12,0,3,-4,4,-4
O=[N+]([O-])c1cccc(N2Cc3ccccc3C2)c1,102,-1.1,-1,-5,-3,1,-4,-56,24,-10

# The list itself, previewed entries included:
SMILES,ABCB6 inh MLPCN,MC4R barr agon,Cardio protect,ABHD5 PLIN5 PPI,NOD2-RIPK2 inh,Glyco luc inh,HTR2A ag,SRC2 inh,MC4R antag cAMP,TLR9-MyD88 block
O=C(/C=C/c1ccccc1Cl)Nc1ccc(Cl)cn1,101,-3.0,0,-1,-1,2,0,-30,12,2
CCOc1ccccc1OCCN1CCC(Cc2ccccc2)CC1,97,-2.9,28,6,-2,3,-4,-13,7,-3
Cc1cccc(OCCC(=O)OCC(=O)N2CCc3ccccc32)c1,95,0.8,-2,0,10,1,-5,6,-1,7
Cc1ccccc1C(=O)Nc1ccnn1C1CCN(Cc2ccccn2)CC1,96,1.1,1,5,-8,3,8,2,-6,3
CCOC(=O)Cn1c(=O)oc2cc(S(=O)(=O)Nc3c(C)cc(C)cc3C)ccc21,109,0.9,12,-16,-8,-1,0,-12,17,7
COc1ccc(C2=NOC(Cn3nc(-c4ccccc4)cc3C(=O)NCc3ccccc3OC)C2)cc1 (stereo not given),93,-1.2,5,-8,7,-6,-3,-3,6,2
COc1ccc(-c2nn(-c3ccccc3)cc2CO)cc1,100,4.7,-1,8,-6,2,3,-26,-5,6
O=C(CSc1nnc(Cc2ccccc2)o1)N1CCOCC1,98,0.2,2,3,5,0,0,-1,9,7
O=C(Nc1nc(-c2ccccn2)cs1)c1cccc(S(=O)(=O)N2CCOCC2)c1,98,1.3,76*,1,-3,-8,-4,34,8,-7
COC(=O)C1=C(C)NC(C)=C(C(=O)OC)C1c1ccc(-c2cc(Cl)ccc2Cl)o1,94,-0.3,-7,7,-3,3,0,-23,3,5
S=C(N/N=C/c1ccco1)NC1CC2CCC1C2 (stereo not given),94,-0.5,-8,3,-12,0,3,-4,4,-4
O=[N+]([O-])c1cccc(N2Cc3ccccc3C2)c1,102,-1.1,-1,-5,-3,1,-4,-56,24,-10
COc1cc(C(=O)NC(C)C2CC3CCC2C3)cc(OC)c1OC (stereo not given),96,-2.6,12,-6,-4,2,-2,-1,6,3
Cc1ccc(S(=O)(=O)c2nc(NCCN(C)C)sc2Cl)cc1,100,3.8,2,6,4,-7,-3,37,19,-7
N#CCCn1cc(C(=O)Nc2ccccc2Br)c(-c2cccs2)n1,99,-1.6,0,-5,-6,1,-5,3,0,-2
Cc1ccsc1CN(C)CC(=O)Nc1cccc(S(=O)(=O)N(C)c2ccccc2)c1,100,-2.6,-12,5,0,-3,0,-23,2,4
O=C(Cc1c(F)cccc1Cl)Nc1ccc(S(=O)(=O)N2CCCC2)cc1,102,-1.1,-3,8,-5,-3,-3,6,12,-9
CCCS(=O)(=O)N1CCC(C(=O)NCCc2ccccc2)CC1,105,2.1,-14,2,-1,3,2,-4,12,-1
Cc1ccc2[nH]c(=O)c(CN(CCO)C(=O)N(C)C)cc2c1,100,-0.5,0,4,0,3,22*,-19,9,-1
CC(C)(O[C@@H]1O[C@H](CO)[C@@H](O)[C@H](O)[C@H]1O)[C@H]1Cc2cc3ccc(=O)oc3cc2O1,101,-1.2,4,1,-9,2,-6,4,4,-6
CCOc1ccc(C(=O)C[n+]2ccccc2C)cc1,97,-0.3,3,7,4,3,-1,2,16,-16
CC1(C)CC(=O)C(C(C2=C(O)CC(C)(C)CC2=O)c2ccc([N+](=O)[O-])cc2)C(=O)C1 (stereo not given),104,-1.2,4,-3,-8,2,-4,-11,1,-12
O=C(COc1ccc(Br)cc1)N/N=C1/SCC(=O)N1Cc1ccco1,92,0.3,-5,-2,-6,3,0,27,-1,-11
COCCCN(C(=O)C1=COCCO1)c1c(N)n(Cc2ccccc2)c(=O)[nH]c1=O,97,-0.3,-1,-3,-1,1,2,-6,-1,-1
CCn1c(=O)cc(OCC(=O)Nc2ccccc2N2CCN(C)CC2)c2ccccc21,100,0.1,8,3,-10,8,-6,-19,12,3
COc1cc(C(c2c(C)[nH][nH]c2=O)c2c(C)[nH][nH]c2=O)ccc1OC(=O)c1cccc([N+](=O)[O-])c1,106,0.0,3,-15,-2,3,2,-11,2,8
COc1ccc(OC)c(S(=O)(=O)N/N=C\c2c[nH]c3ccccc23)c1,95,-2.7,-8,8,-8,0,14,16,0,-20
CC(C)N1C(=O)CCC1C(=O)N1CCN(c2ccccn2)CC1 (stereo not given),101,-0.3,3,-6,-9,2,-2,-12,-1,4
Cc1ccc(CN2C(=O)C(=O)c3cc(C)ccc32)cc1,100,-1.6,-2,30*,15,12,-5,5,-15,5
CC(C)=NOCC(=O)Nn1c(COc2c(C)cccc2C)nc2ccccc2c1=O,96,0.0,10,-1,-3,0,6,-17,13,-2
Cc1ccc(S(=O)(=O)N2CCCC2C(=O)Nc2cc(C)on2)cc1 (stereo not given),102,-1.5,10,3,-4,2,1,4,23,-15
CC1CCN(C(=O)c2ccc(NS(=O)(=O)c3ccccc3)cc2)CC1,96,0.7,-1,3,-3,-1,-6,-3,0,2
CN1CC(=O)N(CC(=O)Nc2ccc(Br)cc2F)C1=O,100,-2.8,-7,-7,-1,2,-1,0,2,-1
CC(C)c1nnc(NC(=O)CCc2ccccc2)s1,98,-0.9,3,10,-3,2,4,-35,7,-8
COc1cc(C(=O)Nc2ccc(C)cc2)c2ccccc2n1,93,1.1,0,-3,1,17,-11,-24,-12,8
COc1ccccc1CN(Cc1nc2ccccc2c(=O)[nH]1)S(=O)(=O)c1ccc2ccccc2c1,90,1.9,58*,-7,-3,-18,0,-8,10,-40
CCn1nc(NS(=O)(=O)c2ccc([N+](=O)[O-])cc2)c2cc3cccc(C)c3nc21,111,-3.0,-5,1,-3,1,4,11,-3,0
COc1ccc(NC(=O)c2sc3nc(N4CCCC4)c4c(c3c2N)CC(C)(C)OC4)c(OC)c1,97,0.2,-11,-8,-18,-5,12,14,12,-6
O=C(COC(=O)C12CC3CC(CC(Cl)(C3)C1)C2)Nc1ccc2[nH]c(=O)[nH]c2c1,97,0.1,-4,0,1,-3,11,0,1,-3
Cc1cc(=O)oc2c(CN3CCC(C)CC3)c(O)c(Cl)cc12,97,-2.1,5,2,-11,3,-6,-17,4,1
Cc1c(C)n2c(SCC(=O)N3CCCC3)nnc2[nH]c1=O,100,0.7,-7,6,7,4,-5,-7,14,-2
CN(c1ccccc1)S(=O)(=O)c1cccc(C(=O)N2CCCCCC2)c1,96,-2.2,-7,-6,-16,1,0,-35,6,2
COc1ccccc1NC(=O)NCc1ccc(C)n1C,107,-1.7,3,6,-9,0,-4,9,9,-3
Cc1nc2c(C(=O)NCCC3=CCCCC3)c[nH]n2c(=O)c1Cl,106,-1.4,4,-3,14,1,3,-48,5,0
CCOc1cccc(Oc2ccc(C(F)(F)F)cn2)c1,106,1.3,2,5,1,0,1,11,0,1
COCCN(C(=O)c1snc(C(N)=O)c1N)C(C(=O)NC1CCCCC1)c1ccc(N(C)C)cc1 (stereo not given),98,-0.4,1,2,-2,0,7,5,-3,1
CCCc1sc(C(=O)Nc2nnc(C3CC3)s2)cc1CC,95,2.2,1,-2,10,0,-6,-10,-4,-7
CSc1ccc(C(=O)N2CCC(CCC(=O)NCc3ccc(F)cc3)CC2)cc1,103,-2.5,-3,0,-13,3,-11,-10,6,-3
O=C(NCc1ccco1)c1ccc(OC2CCN(Cc3ccccn3)CC2)cc1,99,1.0,7,2,2,-2,-1,-8,1,0
COc1cccc(C=Nc2ccc(C)c(F)c2)c1O,103,-1.5,13,-2,3,3,4,10,-1,-10
Cc1ccc(C(=O)C(NC(=O)c2ccco2)N2CCOCC2)cc1 (stereo not given),98,-1.8,6,4,-4,-5,2,-18,12,-6
Cc1ccc(S(=O)(=O)N2C[C@H]3[C@H]4C(=O)N(C5CCCCC5)C(=O)[C@H]4CC(=O)[C@H]3[C@@H]2c2cccc3ccccc23)cc1,99,nt,4,3,-1,-2,2,-37,nt,nt
Cc1cc(N2CCCC2)nc2ccc(NC(=S)NCCCN3CCC(C)CC3)cc12,99,-3.1,3,8,-3,1,-6,-32,-2,2
